FN deposition inh: fibronectin deposition inhibition; inhibition, % at 12.6 µM; AH1F fibroblasts, Alexa488-fibronectin deposition fluorescence, overnight; 350,000 tested, 0.086% active; AID 743247;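 active = mean inhibition across replicates of 30% or more, regardless of how many single replicates reach that level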;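 also: positive control wells lacked labelled fibronectin entirely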
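test system = AH1F fibroblasts assembling fluorescent fibronectin matrix | quantity = 10000 AH1F cells per well | buffer or medium = DMEM plus 2% serum, read in PBS | doses = single dose, pinned | incubation = 1 h cell attachment, overnight exposure to compound and label | detection = fluorescence at 485 nm excitation, 525 nm emission | read-out basis = inhibition from reduced deposited-fibronectin fluorescence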
E-selectin induc: E-selectin induction on HUVECs | P16581 | HUVEC E-selectin immunofluorescence imaging; normalized: neutral wells 0, TNF-alpha wells 100 | activation, % at 7.58 µM | 260,000 tested, 0.37% active | AID 686992;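 active = mean E-selectin-positive cell signal at least 10% of the positive control, reached in at least 60% of replicates, without over 20% cell loss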;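 also: in these data hits start at about 27%; measured in HUVEC primary endothelial cells; signal is the percent of cells scored E-selectin positive by PE staining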
Target sequence (P16581 whole entry, looked up): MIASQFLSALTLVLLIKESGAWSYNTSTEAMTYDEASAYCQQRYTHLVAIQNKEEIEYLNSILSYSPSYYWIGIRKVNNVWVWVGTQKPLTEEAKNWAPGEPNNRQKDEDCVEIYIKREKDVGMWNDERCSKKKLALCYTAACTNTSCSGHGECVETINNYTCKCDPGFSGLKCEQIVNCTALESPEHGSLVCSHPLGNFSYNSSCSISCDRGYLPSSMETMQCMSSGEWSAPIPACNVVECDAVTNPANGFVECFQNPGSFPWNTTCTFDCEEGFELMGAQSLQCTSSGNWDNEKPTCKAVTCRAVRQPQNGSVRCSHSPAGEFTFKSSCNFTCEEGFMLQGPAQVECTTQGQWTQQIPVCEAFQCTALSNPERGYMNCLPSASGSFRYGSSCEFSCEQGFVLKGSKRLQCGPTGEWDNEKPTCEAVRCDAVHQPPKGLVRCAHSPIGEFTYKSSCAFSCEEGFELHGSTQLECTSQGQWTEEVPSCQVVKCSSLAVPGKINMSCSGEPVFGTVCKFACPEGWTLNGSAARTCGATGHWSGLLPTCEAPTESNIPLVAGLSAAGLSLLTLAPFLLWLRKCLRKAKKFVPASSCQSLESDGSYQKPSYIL
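Read-out basis: % PE-positive cells; Test system: HUVEC primary endothelial cells; Technique: immunofluorescence imaging; Dosing: single-point compound dose.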
XiGFP reactiv: reactivates the inactive X chromosome in mouse fibroblasts; XiGFP mouse fibroblasts, % GFP-positive cells imaging, 3 d; cells co-treated with 5-aza-dC sensitizer; scaled so ellipticine positive control = 100%; activation, % at 7.58 µM; 360,000 tested, 0.055% active; AID 743238;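 active = mean normalized replicate activation at least 10% and every replicate at or above 10%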;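 also: 0% = median of on-plate neutral control wells and 100% = ellipticine 6 µM median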
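Assay system – SV40-immortalized XiGFP fibroblast cells, line 68-5-11 · Buffer or medium – DMEM supplemented with 5-aza-dC as sensitizing agent · Dosing – one concentration, pinned · Benchmarks – positive control ellipticine, 6 µM final · Times – 3 days compound exposure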
RAD54 branch: inhibitors of human RAD54 branch migration | 360,000 tested, 0.14% active | RAD54 Holliday junction branch migration, FAM/BHQ fluorescence | inhibition, % at 10.4 µM | Q92698;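 active = mean normalized replicate activity at least 40 and at least half of replicates scoring 40 or more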;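 also: 0% = median of neutral control wells and 100% = median of positive control wells; inhibitors cause a drop in the FAM fluorescence signal; in these data hits start at about 50%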
S100A4 MyoIIA: blocks human S100A4 binding to myosin IIA peptide | P26447 | S100A4/TAMRA-MyoIIA peptide fluorescence polarization | inhibition, % at 10.7 µM | 360,000 tested, 0.14% active | AID 652163;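 active = mean inhibition of at least 70% across replicates, with every replicate also reaching that level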
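Test system – S100A4 monomer (human) · Compound – single-point compound testing · Schedule – 5 min incubation before reading · Probe or stimulus – TAMRA-labelled myosin IIA heavy-chain peptide probe, 5 nM · Benchmarks – neutral control DMSO, positive control TFP · Medium – Calcium-containing HEPES buffer, pH 7.2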
EWS-Fli inh: EWS/Fli transcriptional activity inhibition; A673 NR0B1-luciferase reporter, viability-normalised; inhibition, % at 12.6 µM; 350,000 tested, 0.67% active; AID 651661;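 active = mean inhibition of at least 50% after viability correction, with every replicate also passing that limit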;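 also: firefly luciferase signal divided by Alamar Blue viability fluorescence both relative to DMSO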
esBAF inh: inhibitors of esBAF chromatin remodeling in mouse ES cells | Bmi1-luciferase knock-in reporter, 24 h; 100% = twice the neutral-well signal | reporter increase, % at 12.5 µM | 350,000 tested, 2% active; in the data active = activation above about 40%;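 also: 0% = median of the plate's neutral control wells and 100% = double that signal; a rise in the Bmi1 reporter signal indicates esBAF inhibition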
RAD52 anneal inh: RAD52 (human) annealing inhibition. P43351. recombinant RAD52 DNA annealing, FRET fluorescence. inhibition, % at 18.7 µM. 360,000 tested, 0.46% active. AID 651710;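 active = every replicate showing at least 50% inhibition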
Target sequence (P43351 whole entry, looked up): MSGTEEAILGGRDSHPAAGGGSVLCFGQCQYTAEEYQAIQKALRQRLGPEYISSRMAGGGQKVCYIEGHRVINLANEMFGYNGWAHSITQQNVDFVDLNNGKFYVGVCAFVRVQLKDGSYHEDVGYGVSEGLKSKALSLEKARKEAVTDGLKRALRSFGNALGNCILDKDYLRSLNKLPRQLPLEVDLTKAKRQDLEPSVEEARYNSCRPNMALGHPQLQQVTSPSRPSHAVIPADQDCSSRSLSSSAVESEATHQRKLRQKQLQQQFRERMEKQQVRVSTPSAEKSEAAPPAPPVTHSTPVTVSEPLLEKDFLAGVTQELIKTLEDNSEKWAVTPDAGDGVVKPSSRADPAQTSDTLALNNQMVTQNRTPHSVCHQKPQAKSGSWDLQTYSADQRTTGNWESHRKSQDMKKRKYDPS
Numbers without * were called inactive; i = inactive; / = not tested or not shown.

entry | Compound | FN deposition inh | E-selectin induc | XiGFP reactiv | RAD54 branch | S100A4 MyoIIA | EWS-Fli inh | esBAF inh | RAD52 anneal inh
1 | C[C@]12c3[nH]c4ccccc4c3CCN1C(=O)C(CC(=O)NCC13CC4CC(CC(C4)C1)C3)C[C@@H]2C(=O)N1CCOCC1 (stereo partly specified) | -10 | -0.1 | 0.0 | -8 | -3 | -5 | -1 | -3
2 | O=C(CN1CCN(CC(=O)Nc2cccc(F)c2)CC1)NCC1(N2CCOCC2)CCCCC1 | 5 | -0.8 | 0.0 | 0 | -1 | -8 | -2 | -8
3 | COc1ccc(CNC(=O)COC(=O)c2c(C)nn(-c3ccccc3)c2C)cc1OC | -1 | 0.0 | -0.1 | 2 | -2 | 22 | / | -7
4 | C=CCNC(=S)NNC(=O)c1ccc(C)c(Cl)c1 | / | / | -0.1 | -2 | 0 | 3 | -9 | -5
5 | O=C(NC(=S)Nn1cnnc1)c1ccccc1 | -17 | 0.1 | 0.0 | -1 | 3 | 5 | 4 | 1
6 | O=C(Nc1nnc(-c2cccnc2)o1)c1cccc(Cl)c1 | 3 | 0.6 | -0.2 | / | 2 | 13 | / | -56
7 | CC(=O)Nc1cccc(-c2ccnc3c2CC(C(=O)NCCc2ccccc2)O3)c1 (stereo unspecified) | -1 | / | 0.7 | -7 | -6 | 55* | -16 | -73
8 | CN(C)CC(=O)Nc1ccc2c(c1)[C@H]1C[C@H](CC(=O)NCc3cccnc3)O[C@H](CO)[C@H]1O2 | -4 | -0.1 | 0.0 | 0 | -4 | -3 | -6 | -4
9 | O=C(C(Cc1ccccc1)N1C(=O)C2C3CCC(C3)C2C1=O)N1CCCCC1 (stereo unspecified) | / | / | / | -1 | -1 | 1 | 0 | -6
10 | CCCOC1CCCN(Cc2nc(-c3ccc(C(=O)OC)cc3)no2)C1 (stereo unspecified) | -8 | 1.5 | 0.0 | -9 | -2 | 7 | 0 | -2
11 | C[C@H]1CCCCO[C@H](CN(C)C(=O)NC2CCCCC2)[C@@H](C)CN([C@@H](C)CO)C(=O)c2cc(NC(=O)Nc3ccc4c(c3)OCO4)ccc2O1 | 6 | / | 0.0 | 3 | -30 | -2 | 45* | 13
12 | COc1ccc(-c2nc(C#N)c(N3CCCCC3)o2)cc1 | -7 | / | -0.1 | 3 | 5 | -5 | 10 | 7
13 | C=CCNC(=O)C(=O)NCCCN1CCOCC1 | 2 | / | 0.0 | / | -2 | -2 | / | -9
14 | Cc1ccc(C(=O)N(CCCN(C)C)c2nc3ccc(Cl)cc3s2)cc1C | 2 | / | 0.0 | / | -4 | 12 | / | 39
15 | COc1ccnc(N2CCN(c3ccc(Cl)cc3)CC2)c1C#N | / | / | / | -6 | 1 | -10 | 11 | -15
16 | O=C(CN1C(=O)NC2(CCCC2)C1=O)Nc1cccc(Cl)c1Cl | 2 | / | -0.1 | / | 1 | / | -9 | -11
17 | O=C(N=c1ccn(-c2nc3ccccc3nc2NS(=O)(=O)c2ccc(Cl)cc2)cc1)c1cccs1 | -17 | 0.7 | 0.0 | / | -1 | 1 | / | -74
18 | Cc1ccc(NC(NC(=O)c2cccnc2)C(Cl)(Cl)Cl)cc1 (stereo unspecified) | 3 | -1.4 | 0.0 | -1 | -2 | 14 | 8 | -13
19 | COCC(=O)N1CCCCN2[C@@H](CO)[C@H](c3ccc(C#Cc4ccc(OC)cc4)cc3)[C@@H]2C1 | / | 0.5 | 0.3 | 3 | -9 | / | / | 7
20 | COc1ccc(N(CC(=O)NCCc2ccc(OC)c(OC)c2)S(=O)(=O)c2c(C)noc2C)cc1 | 7 | 0.0 | 0.1 | 2 | -9 | / | -1 | -16
21 | O=C(c1ccc(S(=O)(=O)N2CCCC2)cc1)N1CCN(c2ccccc2)CC1 | 1 | 0.0 | 0.4 | / | 1 | -2 | -1 | -6
22 | COc1cc(NC(=O)c2ccc(C(=O)c3ccccc3)cc2)cc(OC)c1OC | 0 | / | -0.1 | -6 | 10 | / | -2 | -3
23 | COc1ccc(OC)c(/C=N\NC(=O)c2ccc(COc3ccc(C)cc3[N+](=O)[O-])o2)c1 | -3 | 20 | 0.4 | / | -11 | 5 | / | -8
24 | O=c1cc(CSc2nnc(Nc3ccccc3)s2)nc2sccn12 | / | / | / | -3 | 6 | / | -1 | -36
25 | O=C(C[C@@H]1CC[C@H]2[C@@H](COC[C@@H](O)CN2Cc2cc(F)cc(F)c2)O1)NC1CCCC1 | -8 | -0.1 | 0.2 | -4 | 15 | -9 | -2 | 0
26 | O=C1C=C(Nc2ccc(O)cc2)CC(c2ccco2)C1 (stereo unspecified) | -1 | -0.6 | / | -2 | / | / | 2 | /
27 | O=C(NCC1CC1)[C@H]1[C@H](CO)[C@H]2Cn3c(cccc3=O)[C@H]2N1Cc1cncnc1 | / | 0.0 | -0.1 | -10 | 7 | -3 | -3 | 4
28 | COc1ccc(N2CCN(C(=O)c3ccc(CS(=O)(=O)c4ccc(Br)cc4)o3)CC2)cc1 | 9 | / | 0.1 | -1 | 0 | / | 2 | -4
29 | Cc1nn(C(C)C(=O)NCCc2ccco2)c(=O)c2nn(-c3ccccc3)c(C)c12 (stereo unspecified) | -10 | / | 0.0 | 0 | -3 | 4 | 2 | -4
30 | COc1ccccc1C(=O)N/C(=C/c1ccccc1)C(=O)Nc1ccc(C(=O)O)cc1 | -2 | / | 0.2 | / | -1 | 7 | / | -16

Record cards, as listed above.
`O=C1C=C(Nc2ccc(O)cc2)CC(c2ccco2)C1` (stereo unspecified) as listed: FN deposition inh: -1; E-selectin induc: -0.6; XiGFP reactiv: /; RAD54 branch: -2; S100A4 MyoIIA: /; EWS-Fli inh: /; esBAF inh: 2; RAD52 anneal inh: /
`COCC(=O)N1CCCCN2[C@@H](CO)[C@H](c3ccc(C#Cc4ccc(OC)cc4)cc3)[C@@H]2C1` as listed: FN deposition inh: /; E-selectin induc: 0.5; XiGFP reactiv: 0.3; RAD54 branch: 3; S100A4 MyoIIA: -9; EWS-Fli inh: /; esBAF inh: /; RAD52 anneal inh: 7

Other entries follow.
entry | Compound | FN deposition inh | E-selectin induc | XiGFP reactiv | RAD54 branch | S100A4 MyoIIA | EWS-Fli inh | esBAF inh | RAD52 anneal inh
31 | Cc1ccc(C(=O)N2CCN(c3ccccc3O)CC2)cc1S(=O)(=O)N1CCCCC1 | -7 | 2.4 | 0.1 | 12 | -3 | 7 | / | -2
32 | Cn1cnc(S(=O)(=O)N2CCCCN3[C@H](C2)[C@H](c2ccc(C#CC4CCCC4)cc2)[C@@H]3CO)c1 | / | 0.6 | 0.3 | -10 | -4 | -7 | -2 | 10
33 | COC(=O)c1ccc(OC(=O)c2ccncc2)cc1O | 2 | 0.0 | 0.2 | 4 | -8 | 1 | -6 | -6
34 | Cc1ccc(S(=O)(=O)N(C)C)cc1NC(=O)C1CCCCN1S(=O)(=O)c1ccccc1 (stereo unspecified) | -1 | 4.3 | 0.3 | -2 | -2 | 2 | -2 | -9
35 | CN(C)C(=O)c1cccc(-c2cnc3c(NC=O)cc(-c4ccccc4N(C)C)cn23)c1 | -2 | 0.2 | 0.1 | -170 | 23 | 5 | 1 | i
36 | COc1ccccc1CNC(=O)c1cccnc1 | -17 | / | 0.0 | -13 | 1 | 3 | 2 | -6
37 | O=C(COc1ccc(S(=O)(=O)NC2CCCCC2)cc1)NCC1CCCO1 (stereo unspecified) | 5 | / | / | -3 | 6 | / | -4 | -12
38 | C[C@H](CO)N1C[C@H](C)[C@@H](CN(C)C(=O)c2ccccc2F)Oc2cc(C#CCN(C)C)ccc2S1(=O)=O | 1 | 0.1 | -0.5 | -6 | -4 | 14 | -2 | -5
39 | Cc1cccc(OC(C)C(=O)OCC(=O)N2CCN(c3ccccc3)CC2)c1 (stereo unspecified) | -1 | 0.8 | 0.1 | / | -1 | -2 | / | -13
40 | CC(C)(C)c1ccc(S(=O)(=O)N2CCN(CC(=O)N3CC(=O)Nc4ccccc43)CC2)cc1 | -2 | 0.1 | 0.1 | 1 | 7 | 18 | 5 | -38
41 | COc1ccc(C(=O)N/N=C/c2c(C)nn(-c3ccccc3)c2OC)cc1 | 4 | / | 0.2 | / | 3 | 19 | / | -8
42 | C=CCn1c(SCC(=O)Nc2cccc(S(=O)(=O)N(C)c3ccccc3)c2)nnc1C1CC1 | / | 0.3 | 0.1 | 2 | 3 | 10 | / | -8
43 | O=C(CC1OC(=O)c2ccccc21)Nc1ccc(Cl)c(S(=O)(=O)N2CCCCC2)c1 (stereo unspecified) | -8 | -0.3 | 0.0 | -6 | -2 | 15 | 1 | -4
44 | COCC(=O)N(C)C[C@@H]1Oc2cc(Br)ccc2S(=O)(=O)N([C@@H](C)CO)C[C@H]1C | -9 | -0.4 | -0.4 | 3 | 11 | -10 | 9 | 5
45 | Cc1ccc(NC(=O)CSc2nnc(-c3ccoc3C)n2CCCN(C)C)cc1Cl | 0 | / | 0.0 | 16 | -6 | -5 | -1 | -5
46 | Cc1ccccc1-c1oc(C)c(C)[n+]1[O-] | / | / | 0.0 | / | 5 | 5 | / | -3
47 | CCCCNC(=O)COC(=O)c1ccc(F)cc1Cl | 0 | / | 0.0 | / | -1 | 9 | / | -4
48 | Cc1cc2nc(Sc3c([N+](=O)[O-])nc(C)n3Cc3ccccc3)[nH]c2cc1C | / | / | 0.2 | / | 4 | 7 | / | 3
49 | C[C@H](CO)N1C[C@H](C)[C@H](CN(C)S(=O)(=O)c2ccccc2F)Oc2ncc(C#Cc3ccncc3)cc2C1=O | / | / | -0.1 | -5 | -6 | -7 | -4 | -3
50 | CCCn1c(=O)c2c(ncn2C)n(CCC)c1=O | -2 | -1.9 | 0.8 | -10 | -2 | -9 | 4 | 4
51 | CNC(=O)c1cc(Cl)c(OC)c(OC)c1 | 5 | 0.0 | 0.6 | -6 | -2 | 3 | / | -17
52 | Cc1nc2ccccc2c(=O)n1NC(=O)c1c(F)cccc1F | 6 | / | 0.1 | -10 | -11 | 4 | -3 | -8
53 | CCCCCNC(=O)C1C(=O)Nc2ccccc2C(=O)N1c1ccc(OC)cc1 (stereo unspecified) | -2 | 2.4 | 0.1 | / | 0 | -9 | / | -5
54 | O=C(NCC(F)(F)F)c1cc2c(c(-c3cccc(-c4ccccc4F)c3)n1)[C@H](CCO)N(C(=O)CC1CC1)C2 | 10 | 0.5 | -0.1 | / | 0 | 44 | / | -11
55 | CC(C)NC(=O)N[C@H]1CC[C@@H](CCNC(=O)C2CCOCC2)O[C@@H]1CO | -1 | 0.3 | 0.2 | -1 | -1 | -6 | 2 | -10
56 | COc1ccc(S(=O)(=O)NC2CC2)cc1-n1cnnn1 | 3 | / | 0.1 | 0 | 3 | 2 | / | -8
57 | CC(C)NC(=O)Nc1ccc2c(c1)C(=O)N([C@H](C)CO)C[C@@H](C)[C@@H](CN(C)Cc1ccccc1)OCCCC[C@H](C)O2 | -2 | -0.2 | 0.0 | 5 | -2 | -4 | -4 | 10
58 | COc1ccc(C(=O)Nc2ccc3nc(N4CCN(C)CC4)cc(C)c3c2)c(OC)c1 | -3 | -0.2 | -0.1 | 51* | 7 | 43 | -3 | 31
